Assay outcomes as filed in PubChem.
D2 ag: activates the human D2 dopamine receptor. activation, % at 2 µM. 340,000 compounds, 0.53% hits. P14416. HEK293 T-REx D2 cells, calcium flux agonist mode;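 active = activation over 3 SD above normal in the single-dose calcium agonist read, cut at about 30% in these data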; note: 0% is about no effect
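Agonism is scored from calcium flux in a force-coupled, inducible HEK293 cell line expressing D2, read kinetically for 180 s after compound addition against dopamine controls.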
USP1 inh: USP1/UAF1 (human) deubiquitinase inhibition. O94782. AID 743255. recombinant USP1/UAF1, Ub-Rhodamine cleavage fluorescence. Potency, µM (doses to about 57.1 µM), inactives show at the highest dose activity change, negative = inhibition, usual class: inhibitors. 390,000 compounds, 0.23% hits; note: potency is the fitted concentration of half-maximal effect; % is set by controls: 0 for no effect and ±100 for the full control effect; nearly all actives have a fitted effect of over 60% in size; inactives centre near -12
Target sequence (O94782 whole entry, looked up): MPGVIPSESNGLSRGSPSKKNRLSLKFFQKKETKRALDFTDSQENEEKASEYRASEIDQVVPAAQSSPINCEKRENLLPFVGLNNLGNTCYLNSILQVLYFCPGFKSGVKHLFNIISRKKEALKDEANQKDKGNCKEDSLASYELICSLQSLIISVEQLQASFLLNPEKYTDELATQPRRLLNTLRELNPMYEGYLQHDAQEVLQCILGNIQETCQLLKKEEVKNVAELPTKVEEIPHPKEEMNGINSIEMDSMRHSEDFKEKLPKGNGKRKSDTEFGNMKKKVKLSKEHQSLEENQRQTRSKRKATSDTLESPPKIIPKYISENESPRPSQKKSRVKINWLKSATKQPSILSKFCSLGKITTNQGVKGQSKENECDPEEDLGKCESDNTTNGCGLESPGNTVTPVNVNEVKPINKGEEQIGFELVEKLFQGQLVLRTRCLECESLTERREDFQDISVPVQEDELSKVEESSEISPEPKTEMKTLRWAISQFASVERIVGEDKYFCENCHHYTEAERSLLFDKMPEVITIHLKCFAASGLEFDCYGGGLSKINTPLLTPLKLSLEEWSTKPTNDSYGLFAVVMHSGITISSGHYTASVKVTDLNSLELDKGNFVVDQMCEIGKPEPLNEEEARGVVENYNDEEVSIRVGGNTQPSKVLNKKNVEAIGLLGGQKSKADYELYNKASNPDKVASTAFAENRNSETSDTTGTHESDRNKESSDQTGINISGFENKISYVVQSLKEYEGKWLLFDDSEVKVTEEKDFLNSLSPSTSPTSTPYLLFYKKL
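In this screen, compounds sit with the deubiquitinase complex (1nM) for 15 min at room temperature before Ub-Rho is added at 150nM final. Fluorescence rise is then followed for 6 reads every 60 seconds.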
TRHR ag: TRH receptor (human) agonism | activation, % at 2 µM | 360,000 compounds, 0.18% hits | P34981 | TRHR cells, calcium flux fluo-8, FDSS agonist mode; in the data active = activation above about 30%; note: 0% is about no effect
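Fluo-8-loaded TRHR cells; 10 s baseline, compound added, kinetic Ca2+ fluorescence read 1/s, agonist mode.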
PI4K2A block: inhibitors of human PI4K2A; purified PI4K2A, ADP-Glo luminescence, 1 h; hits give low values; activity change, negative = inhibition, % at 76.9 µM; 420,000 compounds, 0.13% hits; AID 1346378; in the data active = activity change below about -50%; inconclusive = mostly about -30% to -49%;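 note: -100% = wells without enzyme as full effect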
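PI4K2A activity was measured by ADP-Glo luminescence: enzyme (4 ug/mL stock) and phosphatidylinositol (1.2 mM stock) in Tris pH 7.5/MgCl2/EGTA/Triton X-100 buffer were reacted with ATP (300 microM stock) for one hour at ambient temperature.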
D2 antag: antagonizes the human D2 dopamine receptor | inhibition, % at 10 µM | P14416 | HEK293 TREx D2 cells, calcium flux, dopamine EC80 | 340,000 compounds, 2% hits; in the data active = inhibition above about 30%; note: 0% is about no effect
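Tetracycline-induced HEK293 T-REx cells expressing D2 force-coupled to calcium signalling were dye-loaded, exposed to compound for 180 s, then challenged with an EC80 of dopamine; calcium flux was followed kinetically for a further 180 s.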
TrxR1 inh: blocks rat thioredoxin reductase 1; Potency, µM (top dose mostly 114 µM), without a hit: at the top dose activity change, negative = inhibition, hits mostly inhibitors; O89049; 390,000 compounds, 1% hits; recombinant rTrxR1, NADPH fluorescence consumption, selenite substrate; note: potency is the fitted concentration of half-maximal effect; % is set by controls: 0 for no effect and ±100 for the full control effect; nearly all actives have a fitted effect of over 65% in size
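Rat TrxR1 (90 nM in the dispensed reagent) was pre-reduced with 400 uM NADPH for 5 min at room temperature, then incubated with compound for 15 min. After 400 uM selenite was added, NADPH fluorescence (Ex 340/Em 450 nm) was followed for 8 min.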
TrxR1 substrate: substrates of rat thioredoxin reductase 1. O89049. purified TrxR1 substrate turnover, NADPH consumption readout. Potency, µM (doses to about 114 µM), for the others: at the highest dose activity change, negative = substrate turnover. 390,000 compounds, 0.01% hits. AID 588456; note: potency is the fitted concentration of half-maximal effect; % is set by controls: 0 for no effect and ±100 for the full control effect; nearly all actives have a fitted effect of over 50% in size
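Rat TrxR1, dispensed at 90 nM, was prereduced with 400 uM NADPH (final) for 5 min at ~22 deg C, then incubated with compound 15 min before 400 uM selenite. A first-read NADPH fluorescence drop versus no-compound background flagged substrates.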
IDH1 R132H inh: blocks human mutant IDH1 R132H enzyme; O75874; IDH1-R132H enzyme, NADPH consumption, diaphorase/resazurin fluorescence; Potency, µM (series often up to 76.6 µM), for the others: top-dose activity change, negative = inhibition, hits mostly inhibitors; 390,000 compounds, 0.093% hits; note: potency is the fitted concentration of half-maximal effect; % is set by controls: 0 for no effect and ±100 for the full control effect; nearly all actives have a fitted effect of over 65% in size
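IDH1-R132H (0.5 ug/mL dispensed) in pH 7.5 Tris buffer was preincubated 30 min with compound, then given a substrate mix of 0.016 mM NADPH and 2 mM alpha-KG for 80 min at room temperature; remaining NADPH was read by diaphorase/resazurin fluorescence.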
TRHR enhancer: allosterically enhances the human TRH receptor; P34981; TRHR cells, fluo-8 calcium fluorescence, EC20 TRH enhancement; enhancement, % at 2 µM; 360,000 compounds, 0.66% hits; AID 493056; in the data active = enhancement above about 30%; note: 0% is about no effect
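TRHR-expressing cells loaded with fluo-8 calcium dye were read kinetically (ex 480/em 530) during compound addition, then stimulated with an EC20 of TRH (10 nM final). Enhancement of the Gq-mediated intracellular calcium response was scored.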
Active calls of the source: *; ? = inconclusive; . = no result given; [ ] = remark or other dose. Unless noted, calls come from the whole dose curve; as a rule, active = well fitted inhibition curve with a large enough effect; inconclusive = small, poorly fitted or top-dose-only effect; inactive = no such curve, though single readings can be large or run the other way. Rows are unselected; about 3.9% have a hit in one of these screens.

SMILES	D2 ag	USP1 inh	TRHR ag	PI4K2A block	D2 antag	TrxR1 inh	TrxR1 substrate	IDH1 R132H inh	TRHR enhancer
Cc1ccccc1C(=O)Nc1cc(-c2cc(C(C)(C)C)oc2C)nn1C	1.0	?	3.6	0.0	11.7	20.4%[57.1 µM]	-2.6%	-4.2%	-3.2
CCOC(=O)C1=C(N)Oc2c(oc(CO)cc2=O)C1c1ccc(Cl)cc1 (centres undefined)	1.8	-19.7%	0.5	-8.6	3.9	-11.0%	-7.0%	4.2%	-2.3
Cc1ccc(NC(=O)c2ccccc2F)cc1S(=O)(=O)N1CCCCCC1	16.0	-9.8%	0.6	2.0	-0.6	25.9%[57.1 µM]	4.4%[57.1 µM]	-3.5%	-5.1
COc1ccc(S(=O)(=O)NCc2ccco2)c2ccccc12	-0.6	?	-1.0	-10.3	-33.0	-24.3%	0.3%	-1.5%	-1.3
COc1ccc(-n2c(Cc3ccccc3)nnc2SCc2nc(-c3ccccc3C)no2)cc1	1.4	-22.5%	2.9	3.5	.	21.0%	-3.9%	-2.2%	0.6
CCCCCOC(=O)c1[nH]c2c(c1C)C(=O)CC(c1ccco1)C2 (centres undefined)	0.4	-6.4%	0.3	1.3	-1.1	9.2%[57.1 µM]	5.4%[57.1 µM]	-8.7%	10.7
Cc1nn(-c2ccc(F)cc2)c2nc(N)c(C#N)c(-c3ccc(O)c(O)c3)c12	0.7	-3.9%	1.3	7.7	2.9	-9.4%[57.1 µM]	4.7%[57.1 µM]	?	-7.6
Cc1c(C(=O)CN2CCCC(C)(C)C2)c2ccccc2n1C	-0.8	-3.5%	-0.3	-1.2	-13.0	3.2%	-2.7%	0.5%	-3.7
CCC(C(=O)NCCc1ccc(OC)c(OC)c1)n1nc(C)c2sc3ccccc3c2c1=O (centres undefined)	.	-26.4%	0.5	1.7	.	15.9%	30.5%[activator]	14.5%	-1.3
O=C(CSc1n[nH]c(-c2cccnc2)n1)Nc1ccccc1C(F)(F)F	-0.7	-9.7%	0.0	1.1	0.9	21.1%[57.1 µM]	7.8%[57.1 µM]	8.0%	2.6
O=C(O)CC(NC(=O)C(c1ccccc1)c1ccccc1)c1ccco1 (centres undefined)	.	-3.6%	0.1	-10.7	.	0.5%[57.1 µM]	2.2%[57.1 µM]	1.8%	5.0
CCN(CC(=O)Nc1cc(Cl)ccc1C)C(=O)COc1ccccc1F	-2.4	?	-0.3	0.4	39.9*	15.0%[57.1 µM]	-3.5%	-0.2%	-1.4
Cc1cc(NS(=O)(=O)c2ccc(NC(=O)CSc3nnc(-c4ccco4)n3N)cc2)nc(C)n1	16.9	-4.9%	0.3	4.0	-4.9	-24.7%	-9.7%	-2.4%	0.9
COc1ccc(N2CCN(S(=O)(=O)c3ccc(OC)c(C(=O)N4CCOCC4)c3)CC2)cc1	0.4	-10.7%	1.2	-0.7	-35.0	13.1%[57.1 µM]	-14.0%	1.1%	-4.9
Fc1cc(F)cc(-c2oncc2-c2nnnn2-c2ccccc2)c1	-0.1	-13.4%	-0.5	-2.9	12.3	0.5%[57.1 µM]	11.8%[57.1 µM]	5.8%	-3.0
COC(=O)N/N=C/c1ccc(OC(=O)/C=C/c2ccco2)cc1	-1.1	-8.6%	-1.8	-5.2	-8.6	-9.5%	-0.6%	-6.1%	-1.0
O=C(/C=C/Nc1ccc(F)cc1F)c1cccs1	-1.5	-13.8%	-0.9	-28.8	-6.1	-4.3%	3.6%	2.1%	0.7
O=[N+]([O-])c1cc(Cc2ccccc2)cc(C=Nc2ccc(N3CCOCC3)cc2)c1O	-0.5	25.1µM*	1.2	?	9.4	-24.1%	-7.1%	-0.2%	5.9
O=C(CN1CCCCCC1)Nc1cccc2c1OCO2	.	-9.6%	-0.1	1.2	.	-3.1%	-1.3%	1.1%	11.3
O=C(COc1ccccc1[N+](=O)[O-])N(C1CCCCC1)C1CCS(=O)(=O)C1 (centres undefined)	.	-3.3%	0.6	2.0	.	7.9%[57.1 µM]	4.9%[57.1 µM]	2.5%	-3.6
CCN(c1ccc(OC)cc1)S(=O)(=O)c1csc(C(=O)N2CCCC2)c1	-0.4	-16.7%	-1.7	-4.5	-24.6	13.3%[57.1 µM]	1.8%[57.1 µM]	-2.3%	7.9
CCOC(=O)c1sc2ccc(S(=O)(=O)N3CCCCC3)cc2c1N	.	-16.5%	0.5	0.3	.	-8.1%[2.29 µM]	2.2%[2.29 µM]	-2.0%	3.3
CCSc1nnc(NC(=O)COc2ccc3ccccc3c2)s1	.	-3.2%	0.5	2.1	.	-0.2%	55.3%[activator]	7.2%	0.5
O=c1ccc2cc(S(=O)(=O)NCc3ccccc3)ccc2[nH]1	.	-12.2%	0.2	1.5	.	-8.2%[57.1 µM]	10.3%[57.1 µM]	-8.7%	4.4
Cc1ccc(C)c(Nc2c([N+](=O)[O-])ccc3nonc23)c1	0.0	-4.8%	-0.8	-0.8	-16.5	-1.2%[57.1 µM]	8.5%[57.1 µM]	2.4%	14.3
Cc1cc(OCC(O)CN2CCN(CCO)CC2)ccc1C(C)C (centres undefined)	-1.4	-13.2%	-1.2	8.4	-17.2	6.0%[57.1 µM]	5.9%[57.1 µM]	3.0%	2.9
COc1ccc(C(=O)C2CC2c2ccc3c(c2)OCO3)cc1 (centres undefined)	.	-8.3%	0.0	1.8	.	12.9%	6.1%	5.3%	-8.6
Cc1cc(C)cc(NC(=O)c2nccnc2C(=O)O)c1	.	0.4%	-0.7	0.0	.	25.0%	-3.8%	-13.0%	8.0
COc1ccccc1N1CCN(C(=O)c2ccc(CN3CCOCC3)cc2)CC1	1.5	-9.1%	0.2	-1.0	-3.2	8.6%	0.0%	11.0%	-1.6
O=C(Nc1ccc2c(c1)C(=O)NC2=O)c1cccc(C(F)(F)F)c1	.	-17.1%	0.3	-2.1	.	22.4%	17.7%	16.7%	3.4
O/N=C/c1cn(-c2ccccc2)nc1-c1cccnc1	-0.4	-0.4%	0.8	1.9	18.1	-3.5%[57.1 µM]	3.4%[57.1 µM]	8.9%	-3.0
CCOc1ccc(OCCCC(=O)N2CCN(S(=O)(=O)c3ccccc3C#N)CC2)cc1	.	0.3%	.	-12.0	.	6.3%	-1.2%	2.0%	.
CCCCCOC(=O)Cn1c(=O)c2c(nc(N3CCOCC3)n2C)n(C)c1=O	-0.2	-9.5%	0.1	0.1	9.5	5.5%	1.8%	8.3%	0.0
COc1cccc(CN2C(=O)NC3(CCCCCC3)C2=O)c1	-0.5	-11.4%	0.6	6.5	-2.5	5.2%	-1.1%	4.3%	-2.7
CN(CC(=O)N1CCCCC1)S(=O)(=O)c1ccc(Cl)cc1	.	-18.7%	0.1	4.1	.	7.8%	2.7%	6.2%	3.0
CCOC(=O)c1ccc(NC(=O)CSc2nc3cc4ccccc4cc3[nH]2)cc1	.	3.1%	-0.3	-0.8	.	25.4%	-1.4%	-13.4%	0.1
CCCCN1C(=O)C(=O)N(CC(=O)N2CCc3ccccc32)C1=O	0.5	-10.5%	-0.5	2.8	10.8	-3.7%	-8.9%	3.8%	-12.2
CCSc1nnc(NC(=O)c2cccc(S(=O)(=O)N(C)c3ccccc3)c2)s1	-2.0	-2.2%	-2.0	1.3	-7.8	-9.3%	4.6%	3.4%	1.4
CC1=C(C(=O)OCC(C)C)C(c2cccc(F)c2)N2C(=O)C(C)SC2=N1 (centres undefined)	-1.0	-6.3%	-2.0	6.3	-5.0	-0.4%	6.7%	3.7%	8.8
O=C(c1ccc(Cl)cc1)N1CCc2c([nH]c3ccccc23)C1C(F)(F)F (centres undefined)	0.1	-10.6%	1.5	7.3	3.1	18.0%	-1.6%	-7.8%	-4.2
O=c1c2ccccc2cnn1Cc1n[nH]c(=S)n1-c1ccccc1F	-1.7	-3.3%	-0.2	-1.0	5.5	-24.0%	-1.8%	-3.6%	-3.4
O=C(NC1CCSC1=O)C1CC(=O)N(c2ccc(F)cc2)C1 (centres undefined)	-2.7	?	0.7	6.0	17.1	16.1%	-0.3%	-3.8%	-0.7
C=C(C(=O)Oc1ccccc1C(C)(C)C)c1ccccc1	-0.9	.	-0.8	.	-2.0	.	.	.	-1.0
c1ccc(Nc2nc(CSc3ncn[nH]3)cs2)cc1	-0.4	-19.7%	0.1	3.6	-2.1	-1.9%[57.1 µM]	7.7%[57.1 µM]	-1.6%	3.5
CCC(SC1=NCCS1)C(=O)Nc1nnc(-c2ccccc2OC)s1 (centres undefined)	.	-13.3%	1.3	-6.6	.	2.0%[57.1 µM]	-2.0%[57.1 µM]	-7.1%	-3.1
COc1ccc(C(=O)/C=C/Nc2ccccn2)c(OC)c1	-0.1	-2.3%	-1.2	-1.1	-8.2	-3.1%[57.1 µM]	4.4%	-1.6%	-3.0
Cc1c(CCC(=O)NCCCN2CCCC2=O)c(=O)oc2c(C)c(O)ccc12	0.6	2.8%	0.0	-4.5	-5.6	?	425.2%[activator]	6.3%	-1.9
Cc1ccc(S(=O)(=O)C(CNS(=O)(=O)c2cc(F)ccc2F)c2cccs2)cc1 (centres undefined)	-0.5	-21.8%	-0.4	7.5	.	-4.3%[57.1 µM]	-6.8%[57.1 µM]	-4.7%	-3.3
Nc1c2c(nn1-c1ccccc1)CCC2	-0.5	-11.9%	0.0	-3.2	4.6	23.7%	1.7%	0.7%	14.1

Given with two lines to a compound: part of the list above
Below each compound: D2 ag, USP1 inh, TRHR ag, PI4K2A block, D2 antag, TrxR1 inh, TrxR1 substrate, IDH1 R132H inh, TRHR enhancer
O=c1c2ccccc2cnn1Cc1n[nH]c(=S)n1-c1ccccc1F
  -1.7, -3.3%, -0.2, -1.0, 5.5, -24.0%, -1.8%, -3.6%, -3.4
c1ccc(Nc2nc(CSc3ncn[nH]3)cs2)cc1
  -0.4, -19.7%, 0.1, 3.6, -2.1, -1.9%[57.1 µM], 7.7%[57.1 µM], -1.6%, 3.5
CCC(SC1=NCCS1)C(=O)Nc1nnc(-c2ccccc2OC)s1 (centres undefined)
  ., -13.3%, 1.3, -6.6, ., 2.0%[57.1 µM], -2.0%[57.1 µM], -7.1%, -3.1
